HUVEC prolif 384: human endothelial cell proliferation inhibition. HUVEC proliferation, CellTiter-Glo luminescence, 72 h; stronger effect = lower value. viability, % at 10 µM (by protocol). actives 1.1% (n = 86,000);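 active means viability at or below 30%; inactive means viability above 30%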;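 further: 100% = median luminescence of DMSO-only cell control wells on each plate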
PTPN22 act: LYP (human) phosphatase activation; recombinant LYP, DiFMUP fluorescence; 0 = plate median, 100 = signal doubled; actives 0.11% (n = 96,000); Q9Y2R2; activation, % at 2 µM;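 active means activation at 2 µM above a set limit, the mean plus 5 SD, cut at about 37% in these data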
H69AR growth 86K: growth inhibitors of human H69AR lung tumor cells. H69AR lung tumor viability, ATP luminescence, 72 h; stronger effect = lower value. viability, % at 10 µM. actives 6% (n = 85,000). AID 598;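 active means viability at or below 40%; inactive means viability above 40%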;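 further: multidrug resistant small cell line overexpressing MRP-1 efflux transporter; 100% = mean luminescence of untreated control wells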
PostGolgi ctrl: yeast control strain growth, post-Golgi counter-screen; AID 738; actives 5% (n = 98,000); inhibition, % at 10 µM; efflux-deficient yeast background strain, growth absorbance A615, 16 h; in the data active means inhibition above about 30%
Fibroblast inh: blocks proliferation of human lung fibroblasts. viability, % at 10 µM. actives 1.1% (n = 85,000). LL 47 human lung fibroblast viability, ATP luminescence; stronger effect = lower value;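 active means viability at or below 50% in the single dose screen; inactive means viability above 50%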;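 further: compound exposure lasted 72 h before the ATP readout; 100% = median luminescence of untreated cell-only wells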
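Test system: LL 47 human lung fibroblasts; Quantity: 1,150 cells/well; Buffer or medium: IMEM plus 15% FBS; Dosing: tenfold compound dosing solution, DMSO at 0.1%; Timing: overnight cell rest, 72 h compound treatment at 37 °C; Detection: ATP-based CellTiter-Glo luminescent readout; Read-out basis: viability percentage against median untreated-cell control; Controls: cell-only wells, no compound.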
S1P2 blocker: blocks the human S1P2 receptor | inhibition, % at 5 µM | cell-based S1P2 antagonist assay, inhibition at 5 uM | O95136 | AID 736 | actives 0.21% (n = 97,000); in the data active means inhibition above about 45%;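 further: CRE beta-lactamase reporter cells expressing human S1P2 stimulated with S1P; 0% = agonist at EC80 alone and 100% = agonist plus reference antagonist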
Target sequence (O95136 whole entry, looked up): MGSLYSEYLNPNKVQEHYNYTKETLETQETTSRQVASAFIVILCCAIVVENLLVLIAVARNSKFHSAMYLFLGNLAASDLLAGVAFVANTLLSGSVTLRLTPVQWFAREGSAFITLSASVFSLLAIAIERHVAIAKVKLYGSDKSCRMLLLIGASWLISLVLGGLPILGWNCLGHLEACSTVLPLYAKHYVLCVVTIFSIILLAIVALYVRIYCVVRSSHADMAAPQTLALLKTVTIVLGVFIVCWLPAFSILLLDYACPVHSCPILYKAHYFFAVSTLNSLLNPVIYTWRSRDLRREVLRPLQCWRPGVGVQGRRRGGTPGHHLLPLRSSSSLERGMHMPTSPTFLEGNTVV
sEH inhibitor: inhibitors of human soluble epoxide hydrolase | P34913 | recombinant human sEH enzymatic activity assay | inhibition, % at 2 µM | actives 0.34% (n = 91,000) | AID 707; in the data active means inhibition above about 80%; further: values of inactives mirror those of a sister screen read the other way; many of its hits are not listed in these tables
Target sequence (P34913 whole entry, looked up): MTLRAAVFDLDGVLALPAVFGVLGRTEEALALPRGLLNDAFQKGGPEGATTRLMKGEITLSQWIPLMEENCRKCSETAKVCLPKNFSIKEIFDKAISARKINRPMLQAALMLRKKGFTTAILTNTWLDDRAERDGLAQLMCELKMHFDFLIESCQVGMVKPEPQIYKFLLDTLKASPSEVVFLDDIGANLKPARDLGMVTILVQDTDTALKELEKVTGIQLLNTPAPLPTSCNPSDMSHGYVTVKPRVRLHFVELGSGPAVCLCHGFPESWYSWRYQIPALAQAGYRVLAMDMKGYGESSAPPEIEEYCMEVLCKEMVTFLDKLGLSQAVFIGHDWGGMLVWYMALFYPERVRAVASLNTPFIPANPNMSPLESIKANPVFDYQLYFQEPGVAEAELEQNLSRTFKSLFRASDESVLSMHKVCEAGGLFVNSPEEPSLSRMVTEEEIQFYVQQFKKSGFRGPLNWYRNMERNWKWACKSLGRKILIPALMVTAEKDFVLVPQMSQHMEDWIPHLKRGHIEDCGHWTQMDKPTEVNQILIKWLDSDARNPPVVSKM
S1P2 agonist: agonists of human S1P2 receptor; S1P2-expressing cell line, agonist reporter read-out; actives 0.46% (n = 97,000); activation, % at 4.5 µM; O95136; in the data active means activation above about 16%;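 further: 0% = vehicle low control and 100% = maximal reference agonist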
sEH act: soluble epoxide hydrolase (human) activation. AID 717. activation, % at 2 µM. P34913. actives 0.04% (n = 91,000). purified human sEH enzymatic activity, activator screen; in the data active means activation above about 37%; further: values of inactives mirror those of a sister screen read the other way
Starred values were filed as active, the others as inactive; · = no result given. Only part of the results is shown, so the mix of outcomes need not match the whole.

SMILES	HUVEC prolif 384	PTPN22 act	H69AR growth 86K	PostGolgi ctrl	Fibroblast inh	S1P2 blocker	sEH inhibitor	S1P2 agonist	sEH act
Cc1nn(Cc2ccc(F)cc2)c(C)c1NC(=O)c1cnn2c1NC(c1ccccc1)CC2C(F)(F)F (configuration not stated)	84	-6	102	2	98	11	0	-6	4
Cc1ccc(NC(=O)c2ccc(OC(=O)c3ccco3)cc2)cc1	87	-2	91	3	99	-21	6	-8	-7
O=C(c1cc(S(=O)(=O)N2CCOCC2)ccc1F)N1CCN(Cc2ccccc2)CC1	97	·	88	9	102	·	·	·	·
Cc1cc2nc(C3CCCN(C(=S)Nc4ccccc4C)C3)[nH]c2cc1C (configuration not stated)	·	7	·	-8	·	6	9	-1	-6
CCOC(=O)N1CCC(NC(=O)c2cc(C(=O)NCC(OC)OC)ccc2CO)CC1	97	2	104	1	106	2	-6	-5	6
O=C1CCC(C(=O)N(c2ccccc2)C2(C(=O)NC3CCCCC3)CCCCC2)N1 (configuration not stated)	104	-8	91	10	101	20	-4	-2	4
CC(=O)Oc1c(Cl)c(N2CCOCC2)c(OC(C)=O)c2ccccc12	85	·	1.9*	9	101	·	·	·	·
C=CCNc1nc(Nc2ccc(OC)cc2OC)nc(OCC)n1	111	1	72	14	100	-3	-12	1	15
C=CCn1c(SCC(=O)N2CCCC2)nc2scc(-c3cccs3)c2c1=O	·	-12	·	-1	·	-12	4	2	-4
COc1ccc(C(=O)NCCSCc2ccc(C)cc2)cc1	·	-2	·	0	·	15	11	-4	-8
CCOC(=O)C(NC(C)=O)(Nc1ccc(S(=O)(=O)Nc2nccs2)cc1)C(F)(F)F (configuration not stated)	84	34	98	10	100	15	0	2	0
CC(C)COC(=O)c1ccc2c(c1O)C(=O)c1ccccc1C2=O	10*	-1	45	23	75	14	8	-9	-11
CCOc1ccccc1NC(=O)CN(c1ccc(OC)cc1)S(=O)(=O)c1c(C)noc1C	47	-4	88	7	47*	-17	·	-3	·
CC(C)(C)NC(=O)C(c1ccc(F)cc1)N(Cc1ccco1)C(=O)Cn1nnc(-c2cccs2)n1 (configuration not stated)	99	-12	91	·	96	-10	2	-6	-1
CC(C)CC1NC(=O)N(CC(=O)N2CCN(S(=O)(=O)c3ccc4ccccc4c3)CC2)C1=O (configuration not stated)	97	6	82	-1	106	-5	-4	-12	4

The last 3 entries of the section above are carried over, then new ones follow:
SMILES	HUVEC prolif 384	PTPN22 act	H69AR growth 86K	PostGolgi ctrl	Fibroblast inh	S1P2 blocker	sEH inhibitor	S1P2 agonist	sEH act
CCOc1ccccc1NC(=O)CN(c1ccc(OC)cc1)S(=O)(=O)c1c(C)noc1C	47	-4	88	7	47*	-17	·	-3	·
CC(C)(C)NC(=O)C(c1ccc(F)cc1)N(Cc1ccco1)C(=O)Cn1nnc(-c2cccs2)n1 (configuration not stated)	99	-12	91	·	96	-10	2	-6	-1
CC(C)CC1NC(=O)N(CC(=O)N2CCN(S(=O)(=O)c3ccc4ccccc4c3)CC2)C1=O (configuration not stated)	97	6	82	-1	106	-5	-4	-12	4
COc1ccc(-n2c(-c3cnccn3)n[nH]c2=S)cc1	118	2	94	1	109	4	-3	-7	4
CNCc1ccccc1Sc1ccc(OC)cc1	·	2	·	2	·	8	7	-10	-6
O=C(O)CCc1ccc(-c2cccs2)n1NC(=O)c1ccc(Cl)cc1	105	-10	95	4	97	-9	-1	-2	2
Cc1cc(C)n(-c2cc(Cl)cc(Cl)c2)c(=O)c1C#N	92	-2	92	·	87	-2	4	-4	-4
O=C(COc1ccccc1)N(Cc1cc2ccccc2[nH]c1=O)CC1CCCO1 (configuration not stated)	96	·	91	7	102	·	·	·	·
O=C(OCC#CCSc1nc2ccccc2o1)c1cc2ccccc2o1	90	4	85	·	105	-1	13	-3	-8
CCN1CCCC1CNc1ncnc2c1[nH]c1ccc(Cl)cc12 (configuration not stated)	62	3	·	6	75	7	-19	-5	19
CC1(C)OC(=O)N(Cc2ccco2)C1(C)O (configuration not stated)	99	13	82	-2	101	-14	7	-3	-6
Cc1cc(Cl)ccc1Oc1nc(-c2ccc(F)cc2)ccc1C#N	·	4	·	2	·	-12	-10	0	12
O=C(CCNC(=O)Cn1cnc2ccccc2c1=O)NCCC1=CCCCC1	94	·	94	0	98	·	·	·	·
O=C(O)c1ccc(COCC(F)(F)F)cc1	88	2	98	3	96	-9	-2	-5	0
CCC(C)[C@H](NC(=O)OC(C)(C)C)C(=O)N/N=C/c1ccc2nccnc2c1 (some centres not stated)	96	9	80	1	105	-50	0	6	0
Cc1ccc2nc(C)cc(NCCO)c2c1	·	-3	·	30	·	18	1	-12	2
O=C(Nc1ccc(Cl)cc1)N1CCC(c2nc(-c3ccccc3Cl)no2)CC1	82	-3	63	40*	98	-1	88*	-8	-88
Cc1ccc(Cl)cc1N1CCN(C(=O)C2CCCN(S(=O)(=O)c3cnc[nH]3)C2)CC1 (configuration not stated)	64	·	80	8	97	·	·	·	·
COC(=O)c1c(C(=O)OC)c2n(c1C)CCC2	93	31	103	-3	101	-6	-20	-2	18
COc1cc(C2CC(=O)C=C(O)C2)cc(OC)c1OC (configuration not stated)	101	0	91	7	99	-14	-12	-4	10
Cc1ccc(S(=O)(=O)C/N=C(/NC(=S)N(c2ccccc2)c2ccccc2)c2ccccc2)cc1	88	-4	77	28	80	0	-2	-5	-1
CNC(=O)COc1ccccc1C(=O)Nc1ccc2c(c1)oc1ccccc12	103	7	55	13	101	6	-5	-8	5
COCCn1nnnc1CN1CCN2CCCC2C1 (configuration not stated)	91	3	95	-7	99	10	4	43*	-4
CCC(NC(=O)Nc1nnc(C(F)(F)F)s1)(C(F)(F)F)C(F)(F)F	23*	6	6.0*	17	29*	75*	·	-5	·
CCN(C(=O)c1cc2ccccc2oc1=O)c1cccc(C)c1	93	10	103	-2	98	-11	-5	-4	9
COc1ccc(C2=NOC(C(=O)NC(C)C)C2)cc1 (configuration not stated)	95	-6	93	14	95	7	2	-3	-2
COc1ccc(N(CCC#N)S(=O)(=O)c2ccc(Cl)cc2)cc1	105	-5	102	-3	104	12	5	-2	-7
CCOc1cc(-c2noc(N)c2C(=O)OC)cc(OCC)c1OCC	100	-6	23*	7	94	5	-24	-2	20
CCOC(=O)CN1CC23C=CC(O2)C(C(=O)NC2CCCC2)C3C1=O (configuration not stated)	91	·	94	5	100	·	·	·	·
C=C(C)COc1ccc(-c2n[nH]c(C)c2-c2ccc(OC)cc2)c(O)c1	11*	-4	14*	23	33*	7	7	0	-4
O=C(CCNS(=O)(=O)c1cccc2nsnc12)NCc1cccs1	97	8	97	0	105	-9	12	-3	-14
Cn1c(/N=C/c2cc(Cl)ccc2O)nc2ccccc21	73	3	90	4	·	10	-5	-5	7
CC(=O)Oc1ccc(C)cc1N1C(=O)c2ccc(C(=O)O)cc2C1=O	91	0	86	5	96	1	-7	1	6
CCOC(=O)c1sc(NC(=O)c2noc3c2CCCC3)c(C(=O)OCC)c1C	·	-5	·	·	·	1	18	0	-18
CCC/C(=N\NC(=O)c1csc(C)c1C)c1cccs1	·	4	·	23	·	6	57	-4	-55
Cc1nn(C(=O)c2cccc([N+](=O)[O-])c2)c(C)c1Sc1ccccc1	·	3	·	11	·	3	5	-6	-5
CCOC(=O)c1sc(NC(=O)Nc2ccc(Cl)cc2)nc1C	·	-4	·	3	·	8	72	-4	-71
CCc1nc(N2CCN(Cc3ccc4c(c3)OCO4)CC2)c2oc3ccccc3c2n1	·	-8	·	15	·	-32	6	-9	-2
COc1ccccc1CNC(=O)C1CCN(Cc2nc(-c3cccc(Cl)c3)oc2C)CC1	56	7	40*	6	89	22	79	-8	-78
O=C1c2ccccc2C(=O)N1c1cccnc1	99	-6	104	5	105	14	-7	-5	8
COc1cccc(C(=O)N2CCN(C(=O)c3cccs3)CC2)c1OC	96	-5	67	13	97	-9	-2	-5	3
Cc1cc(C=O)c(C)n1-c1ccc(N2CCOCC2)cc1	98	-5	92	·	104	6	-6	-7	9
CCN(CC)C(=O)CSc1nc2ccc(NC(=O)CSc3nnc(COc4ccccc4C)n3C)cc2s1	·	-3	·	3	·	5	10	-2	-12
CCN(CC)S(=O)(=O)c1ccc(Cl)c(C(=O)N2CCc3ccccc32)c1	78	-7	80	17	82	-4	-6	-5	5
CCOc1ccc(Nc2oc(-c3cccs3)nc2C#N)cc1	66	5	84	6	98	-13	2	3	-4
COc1ccc(-c2nc(NC(=O)CSc3nnc4ccccn34)ns2)cc1	·	2	·	12	·	-13	2	-3	1
CCC(=O)c1ccc(OCC(O)CN2CCN(S(=O)(=O)N3CCCCC3)CC2)cc1 (configuration not stated)	107	-3	97	4	107	-6	4	-4	-2
O=C(c1ccc(NC2=NC3CS(=O)(=O)CC3S2)cc1)N1CCc2ccccc2C1 (configuration not stated)	100	·	105	5	96	·	·	·	·
O=C(NCCN1CCOCC1)c1ccc(=O)oc1	96	-12	94	-2	96	23	-1	-8	0
O=C(NCCN1CCOCC1)c1cnn2c(-c3ccccc3)cc(-c3ccccc3)nc12	·	2	·	9	·	-18	-13	1	13
O=C(CCNS(=O)(=O)c1ccccc1F)NCc1ccc2c(c1)OCO2	99	-6	108	0	107	-13	-6	-7	7
COc1cccc(-n2c(Cc3cc(=O)[nH]c(=O)[nH]3)nnc2SCC(=O)Nc2ccccc2)c1	102	-10	103	5	100	5	-23	-2	24
Cc1cccc(NC(=O)c2ccc(N3CCCCC3)c([N+](=O)[O-])c2)n1	·	4	·	16	·	-2	7	-7	-4
COc1ccc2cc(C(c3nnnn3CC3CCCO3)N3CCOCC3)c(=O)[nH]c2c1 (configuration not stated)	103	·	97	6	108	·	·	·	·
O=C(Cc1n[nH]c(=O)[nH]c1=O)N/N=C/c1ccccc1	·	8	·	5	·	5	-7	-5	8
O=[N+]([O-])c1ccc(N/N=C/c2c[nH]c3ccccc23)c(S(=O)(=O)Nc2ccc(Cl)cc2)c1	·	2	·	24	·	10	-12	-5	10
CCOC(=O)Cn1nnc2c(sc3nc4c(c(-c5ccc(Cl)cc5)c32)CCC4)c1=O	·	-13	·	34*	·	-6	-13	1	10
CCC(Sc1nc2c(cnn2-c2ccc(Cl)cc2)c(=O)[nH]1)C(=O)OC (configuration not stated)	85	·	82	3	87	·	·	·	·
O=C(COC(=O)c1cnccn1)c1ccc(OC(=O)c2ccccc2)cc1	87	4	89	2	102	-6	-25	-3	22
CCOc1cc(S(=O)(=O)NCCc2cccc(C)c2)c(OCC)cc1-n1cnnn1	84	4	45	10	89	-7	3	-6	0
Cc1cc(C)cc(NC(=O)Nc2ccc3c(c2)N(C)C(=O)CS3)c1	81	-4	50	3	93	20	63	-3	-63
Cc1ccc(C)c(NC(=O)CCN2CCOCC2)c1	91	·	103	1	99	·	·	·	·
C=CCc1cccc2cc(C(=O)N3CCN(C(=O)c4ccco4)CC3)c(=O)oc12	109	-1	96	6	103	-1	9	-3	-6
Next part:
SMILES	HUVEC prolif 384	PTPN22 act	H69AR growth 86K	PostGolgi ctrl	Fibroblast inh	S1P2 blocker	sEH inhibitor	S1P2 agonist	sEH act
Cc1ccc(NC(=O)CCn2nc(C)cc2C)c(C)c1	104	·	91	20	99	·	·	·	·
CCOC(=O)c1cc(=O)n2[nH]c(-c3ccc(C)cc3)cc2n1	73	-3	82	5	93	11	-4	-7	4
COc1ccccc1CN(Cc1cc2cc3c(cc2[nH]c1=O)OCCO3)Cc1nnnn1Cc1ccco1	71	-3	44	13	93	19	-4	-4	3
CSc1nc(N)nc(SCC(=O)c2ccccc2)c1C#N	73	5	56	0	91	-23	8	-4	-9
Cc1ccc2c(c1)nnn2C1CCN(S(=O)(=O)c2ccc(C(=O)NC3CCCC3)cc2)CC1	97	·	83	4	102	·	·	·	·
[2H]c1c([2H])c([2H])c(-c2nc(N3CCCCCC3)sc2C(=O)c2ccccc2)c([2H])c1[2H]	·	-6	·	19	·	5	12	-9	-10

Bioassay records as filed in PubChem.
